Bioassay records (PubChem BioAssay)
SENP7 inh: blocks the human protease SENP7 | Q9BQF6 | recombinant SENP7, Z-RLRGG-aminoluciferin luminescence, 40 min | inhibition, % at 5 µM | 1.5% of 330,000 active | AID 434973;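 active = inhibition above about 50% at the single test dose, limit read from the data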;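 note: plate controls were DMSO with enzyme for no effect and no enzyme buffer wells for full effect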
UBC13 inh: blocks human UBC13 polyubiquitin chain formation; P61088; TR-FRET; inhibition, % at 20 µM; 0.47% of 330,000 active; AID 485273; in the data active = inhibition above about 45%, passing the limit was not always enough; inconclusive = no clear call, values can overlap the other calls
Target sequence (P61088 whole entry, looked up): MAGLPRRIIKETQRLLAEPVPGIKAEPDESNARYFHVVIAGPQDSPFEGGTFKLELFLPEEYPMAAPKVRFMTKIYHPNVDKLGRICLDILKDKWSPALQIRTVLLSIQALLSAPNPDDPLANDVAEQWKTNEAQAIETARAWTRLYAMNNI
APOBEC3G inh: APOBEC3G (human) deaminase inhibition | AID 493012 | recombinant A3G, ssDNA deamination FAM/TAMRA fluorescence | 0.28% of 330,000 active | inhibition, % at 20 µM;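 active = inhibition of at least 40% at 20 µM, with no more than 30% in the related APOBEC3A deaminase screen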;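 note: plate controls were DMSO wells with A3G for no effect and wells lacking A3G enzyme for full effect; some compounds called inactive have numbers as strong as hits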
SENP8 block-1: inhibitors of human SENP8 protease. inhibition, % at 20 µM. 0.64% of 360,000 active. AID 602440. Q96LD8. recombinant SENP8, Nedd8 substrate fluorescence; in the data active = inhibition mostly above about 40%, no sharp cut-off; inactive = mostly below about 27%
Target sequence (Q96LD8 whole entry, looked up): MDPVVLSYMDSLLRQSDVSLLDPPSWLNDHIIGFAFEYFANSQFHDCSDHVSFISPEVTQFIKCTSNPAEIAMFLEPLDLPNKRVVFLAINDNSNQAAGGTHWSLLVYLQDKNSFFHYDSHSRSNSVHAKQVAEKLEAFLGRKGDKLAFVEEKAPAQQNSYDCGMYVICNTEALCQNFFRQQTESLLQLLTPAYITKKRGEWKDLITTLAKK
SENP8 block-2: inhibitors of human SENP8 protease; Q96LD8; purified SENP8, Z-RLRGG-aminoluciferin cleavage, luminescence; inhibition, % at 10 µM; 1.2% of 330,000 active; AID 2540; in the data active = inhibition above about 50%
SENP6 inh: SENP6 protease inhibition; Q9GZR1; Recombinant SENP6 catalytic domain, aminoluciferin luminescence; inhibition, % at 10 µM; 1.8% of 330,000 active; AID 2599;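 active = inhibition above about 50% at the single tested dose, limit read from the data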;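 note: plate controls were DMSO wells with enzyme for no effect and DMSO wells lacking enzyme for full effect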
Target sequence (Q9GZR1 628-1112 limits assumed): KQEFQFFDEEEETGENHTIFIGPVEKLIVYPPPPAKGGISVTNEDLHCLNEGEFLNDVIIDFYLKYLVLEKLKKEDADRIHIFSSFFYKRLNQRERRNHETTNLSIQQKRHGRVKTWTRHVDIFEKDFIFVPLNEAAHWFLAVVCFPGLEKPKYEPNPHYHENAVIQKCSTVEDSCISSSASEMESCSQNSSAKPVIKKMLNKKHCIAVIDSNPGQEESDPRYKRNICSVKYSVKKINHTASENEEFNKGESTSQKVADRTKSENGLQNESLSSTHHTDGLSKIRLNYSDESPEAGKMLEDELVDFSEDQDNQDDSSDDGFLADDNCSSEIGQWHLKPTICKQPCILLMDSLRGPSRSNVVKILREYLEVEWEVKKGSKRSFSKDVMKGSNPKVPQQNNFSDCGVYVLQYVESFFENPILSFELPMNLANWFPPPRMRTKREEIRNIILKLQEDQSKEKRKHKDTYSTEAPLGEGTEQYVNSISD
Apaf-1 inh: blocks human Apaf-1 apoptosome activity; reconstituted apoptosome caspase-3 activity, DEVD-Rh110 fluorescence; inhibition, % at 20 µM; 0.71% of 330,000 active; active = inhibition of at least 40% at 20 µM;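 note: plate controls were DMSO wells for no effect and DEVD-CHO caspase inhibitor wells for full effect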
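Material: cell-free apoptosome with Apaf-1, procaspase-3 and caspase-9; Buffer or medium: Hepes pH 7.5 with detergent and BSA; Reagent: cytochrome c trigger plus (Z-DEVD)2-Rh110 caspase-3 substrate; Times: compound with Apaf-1, dATP, procaspase-3 30 min, then 50 min reaction, room temperature; Technique: Rh110 fluorescence intensity.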
SENP1 FRET inh: inhibitors of human SENP1 SUMO protease catalytic domain | AID 624204 | 0.21% of 360,000 active | inhibition, % at 10 µM | recombinant SENP1 catalytic domain, CyPet-SUMO1-YPet FRET cleavage;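 active = inhibition at least 30% at 10 µM, raw YFP signal under a set limit, fluorescence ratio 0.5 to 1.5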;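 note: 0% = enzyme with DMSO and 100% = no enzyme wells; some results filed as inactive read as strong as hits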
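System: Recombinant human SENP1 catalytic domain, His6-tagged | Incubation: Enzyme reaction for 50 min at room temperature, dark | Medium: Tris pH 8 with BME, BSA, NP40 and catalase | Also added: 25 nM SUMO1 FRET substrate | Compound: 10 µM single point, 0.5% DMSO | Measured by: FRET fluorescence in CFP and YFP emission channels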
Starred values were filed as active, the others as inactive; ? = inconclusive; / = no result given.

smiles	SENP7 inh	UBC13 inh	APOBEC3G inh	SENP8 block-1	SENP8 block-2	SENP6 inh	Apaf-1 inh	SENP1 FRET inh
O=C(CCNC(=O)c1ccccc1Cl)OCC(=O)c1ccccc1	9	5	3	10	-3	5	-3	1
CC1CCN(S(=O)(=O)c2cnc[nH]2)CC1	0	-6	1	6	0	9	11	3
COc1ccc(CNC(=O)[C@H](NC(=O)C2CCN(C(=O)[C@@H](N)CCSC)CC2)C(C)C)cc1	4	-6	-10	29	-7	-14	-2	3
CN(C)S(=O)(=O)N1CCN(CC(O)COc2ccc(-c3ccccc3)cc2)CC1 (stereo unspecified)	6	10	1	2	-1	5	10	1
CC(C)Cc1nnc(NC(=O)C2=COCCO2)s1	6	-1	0	14	-4	-18	2	1
CS(=O)(=O)c1ccc(C(=O)N(CCc2ccccc2)Cc2ccccc2)cc1	-4	10	-4	8	-1	-4	3	-1
Cc1ccc(NC(=O)c2nc[nH]c2C(=O)Nc2ccc(C)cc2)cc1	13	-12	-1	5	-5	1	9	0
CCOC(=O)C1C(=O)CC(C)(O)C(C(=O)OCC)C1c1cccc(OC(F)(F)C(F)F)c1 (stereo unspecified)	-2	-4	-3	8	-9	-11	10	-2

Exported with two lines to a compound: entries from further up.
Every second line gives: SENP7 inh | UBC13 inh | APOBEC3G inh | SENP8 block-1 | SENP8 block-2 | SENP6 inh | Apaf-1 inh | SENP1 FRET inh
> O=C(CCNC(=O)c1ccccc1Cl)OCC(=O)c1ccccc1
 : 9 | 5 | 3 | 10 | -3 | 5 | -3 | 1
> Cc1ccc(NC(=O)c2nc[nH]c2C(=O)Nc2ccc(C)cc2)cc1
 : 13 | -12 | -1 | 5 | -5 | 1 | 9 | 0
> COc1ccc(CNC(=O)[C@H](NC(=O)C2CCN(C(=O)[C@@H](N)CCSC)CC2)C(C)C)cc1
 : 4 | -6 | -10 | 29 | -7 | -14 | -2 | 3

(continued)
smiles	SENP7 inh	UBC13 inh	APOBEC3G inh	SENP8 block-1	SENP8 block-2	SENP6 inh	Apaf-1 inh	SENP1 FRET inh
Cc1nc2scc(-c3cccs3)c2c(=O)n1CC(=O)O	1	3	-6	-3	0	15	0	1
CCOc1ccccc1Nc1nnc(SCC(=O)NC2CCS(=O)(=O)C2)s1 (stereo unspecified)	1	-1	-10	-2	-5	4	13	2
CC1(C)Cc2c(cnn2-c2cccc(F)c2)C(NC(=O)C2CCOCC2)C1 (stereo unspecified)	-9	-1	-8	9	-3	-12	-4	0
CC1CCN(C(=O)NC(=O)c2ccccc2)CC1	4	7	-4	2	-4	-11	-4	1
CC(=O)Nc1ccc(Sc2ccccc2C(=O)Nc2ccc(F)cc2)cn1	-5	-2	-2	9	4	5	0	4
Cc1cc(C(=O)OCC(=O)N2CCC(c3ccccc3)=N2)ccc1[N+](=O)[O-]	-3	-5	-14	21	-13	-8	4	2
N#CC1(CCCN2CCCCC2)c2ccccc2CCc2ccccc21	2	2	-8	41*	0	-11	-7	0
CC(C)(C)NC(=O)c1ccc2c(c1)N(CC(=O)N1CCN(c3ccc(F)cc3)CC1)C(=O)C(C)(C)O2	6	-13	6	6	4	6	12	3
Cc1ccc2nc(SCC(=O)Nc3ccc4c(c3)OCCO4)nc(=O)n2c1	2	-6	-3	6	4	-13	12	0
Cc1ccccc1CNC(=O)CCCn1ncn2c(cc3occc32)c1=O	-1	-1	-1	0	-4	7	6	0
CSc1nc(Oc2ccc3ccccc3c2)c2sccc2n1	1	3	-5	8	7	-4	7	-1
Cc1cc(C)n2nc(C(=O)OCC(=O)N(C)C3CCCCC3)nc2n1	6	4	-2	15	-8	-8	-4	2
CC(C)c1c(C(=O)N/N=C/c2ccc3c(c2)OCO3)nnn1-c1nonc1N	3	-3	-2	-72	-9	4	7	0
COC(=O)[C@]1(C)N[C@H](CN(C)S(=O)(=O)c2ccc(F)cc2)[C@@H]2C(=O)N(C)C(=O)[C@@H]21	-6	-3	-4	9	-5	-23	7	0
Cc1ccccc1Cn1c(=O)c2c(nc3n2CCCN3Cc2ccccc2)n(C)c1=O	2	6	0	14	-3	16	14	6
CCN(CC)CCOC(=O)c1c(C)n(C)c2ccc(OC)cc12	8	5	8	19	3	-3	8	-2
CCCn1c2ccccc2c2nnc(SC(CC)C(=O)Nc3sc4c(c3C#N)CCCC4)nc21 (stereo unspecified)	-14	-4	-6	9	-2	-1	29	-1
CCCSc1ccc([C@@H]2[C@@H]3C(=O)N(C)C(=O)[C@@H]3[C@]3(C(=O)OC)CCCCN23)cc1OC	7	-4	3	-15	-14	-11	22	-2
Cc1cc(-c2nnc(SCC(=O)Nc3ccccc3C(F)(F)F)n2N)n[nH]1	-3	2	-7	23	5	9	-5	3
Cc1cc(=O)n(Cc2ccccc2)c2c(C)cccc12	6	3	-6	12	0	1	6	0
N#Cc1ccc(COC(=O)c2cccnc2Cl)cc1	-8	11	-2	10	-10	-19	1	2
COc1ccc(/C=N/NC(=O)c2ccccc2O)cc1COc1ccccn1	-10	-22	-1	-222	-9	-6	-10	-2
CC(=O)Oc1ccc(C(=O)[C@H]2[C@H]3C(=O)N(c4ccc5ccccc5c4)C(=O)[C@H]3[C@@H]3C=CC=NN32)cc1	5	-12	-6	-21	-1	8	1	-5
COc1ccccc1CNC(=O)c1cccs1	-2	-8	-2	14	-2	0	-4	-11
O=C(O)CC1(CC(=O)Nc2cc(C(F)(F)F)cc(C(F)(F)F)c2)CCCCC1	3	2	-7	2	-1	-6	7	4
Cc1ccc(-n2nnnc2SCC(=O)N2CCc3ccccc3C2)c(C)c1	-3	-6	-3	14	-5	8	18	4
CC(Sc1nc(-c2ccccc2)cc(=O)[nH]1)C(=O)O (stereo unspecified)	-1	0	-6	0	4	0	-12	-2
COc1cc(CNCCN2CCOCC2)ccc1OCc1ccc(Cl)cc1	6	10	0	27	-8	1	-2	0
N#Cc1c(-c2cccc(F)c2)cc(-c2ccccc2)nc1Br	2	?	-2	-84	5	-1	24	-9
CCn1cnc2c(cnn2-c2ccccc2)c1=O	-1	-7	-5	28	-8	-6	5	0
O/N=C/CCn1c(=S)sc2ccccc21	4	3	-3	4	1	-10	-3	3
O=C(CSCc1cnn(-c2ccccc2)c1-n1cccc1)NCC1CCCO1 (stereo unspecified)	-4	13	-5	7	-9	1	0	1

A different layout for some results above:
canonical_smiles: Cc1cc(-c2nnc(SCC(=O)Nc3ccccc3C(F)(F)F)n2N)n[nH]1
  SENP7 inh: -3 | UBC13 inh: 2 | APOBEC3G inh: -7 | SENP8 block-1: 23 | SENP8 block-2: 5 | SENP6 inh: 9 | Apaf-1 inh: -5 | SENP1 FRET inh: 3

canonical_smiles: N#CC1(CCCN2CCCCC2)c2ccccc2CCc2ccccc21
  SENP7 inh: 2 | UBC13 inh: 2 | APOBEC3G inh: -8 | SENP8 block-1: 41* | SENP8 block-2: 0 | SENP6 inh: -11 | Apaf-1 inh: -7 | SENP1 FRET inh: 0

canonical_smiles: CCCn1c2ccccc2c2nnc(SC(CC)C(=O)Nc3sc4c(c3C#N)CCCC4)nc21 (stereo unspecified)
  SENP7 inh: -14 | UBC13 inh: -4 | APOBEC3G inh: -6 | SENP8 block-1: 9 | SENP8 block-2: -2 | SENP6 inh: -1 | Apaf-1 inh: 29 | SENP1 FRET inh: -1

canonical_smiles: COc1ccc(CNC(=O)[C@H](NC(=O)C2CCN(C(=O)[C@@H](N)CCSC)CC2)C(C)C)cc1
  SENP7 inh: 4 | UBC13 inh: -6 | APOBEC3G inh: -10 | SENP8 block-1: 29 | SENP8 block-2: -7 | SENP6 inh: -14 | Apaf-1 inh: -2 | SENP1 FRET inh: 3

Next section:
smiles	SENP7 inh	UBC13 inh	APOBEC3G inh	SENP8 block-1	SENP8 block-2	SENP6 inh	Apaf-1 inh	SENP1 FRET inh
Cc1csc(=O)n1CCC(=O)O	-4	-10	-6	14	-6	-2	0	4
NC(=O)[C@H]1CC2(CC(c3cccc(NC(=O)[C@H]4CCC(=O)N4)c3)=NO2)CN1C(=O)CC(c1ccccc1)c1ccccc1 (stereo partly specified)	1	-3	-2	/	-1	2	31	/
CN1CCN(C(=O)/C=C\C(=O)O)CC1	-11	-7	-7	14	0	4	-13	1
CC(=NNC(=O)CSc1nc2ccccc2o1)c1ccco1	1	-13	-4	1	-12	-13	11	-1
O=C(CSc1nccc(=O)[nH]1)NCc1ccc2c(c1)OCO2	-2	-4	-4	8	-2	-6	-4	-1
COc1ccc(NS(=O)(=O)c2cc(C(=O)N3CCN(C(C)=O)CC3)ccc2Cl)cc1	-2	2	-4	2	-3	5	-2	2
Cc1cc(N2CCCCC2)nc(N2CCOCC2)n1	3	-1	-7	4	1	-7	-57	-22
Cc1cc(C)c(NC(=O)COC(=O)COc2ccc3c(C)cc(=O)oc3c2)c(Cl)c1	1	4	-6	-175	-5	-12	-2	0
Cc1ccc(C(=O)CC2C(=O)N(c3ccccc3)C(=S)N2c2ccccc2)cc1 (stereo unspecified)	-5	15	-8	10	-1	-3	10	1
CCN(C(=O)Cn1nc(C)c([N+](=O)[O-])c1C)C1CCS(=O)(=O)C1 (stereo unspecified)	-8	-7	-12	16	-10	1	2	1
Cc1ccc(C)c(-n2ccnc2SCC(=O)c2c(N)n(C3CC3)c(=O)[nH]c2=O)c1	0	0	-4	19	11	-2	-9	3
COc1ccc(/C(C)=N/NC(=O)Cn2nc([N+](=O)[O-])cc2C)cc1	12	-3	-4	7	-7	-9	-11	2
O=c1oc2ccccc2nc1/C=C(O)/C=C\c1ccccc1	10	-22	3	15	3	0	1	-17
